Compound activity: PubChem BioAssay, several laboratories
MT stabilizer – microtubule stabilizers in HeLa cells | % tubulin-high responders, % at 10 µM | hit rate 0.83% among 200,000 | HeLa tubulin immunostaining HCS, 24 h; share of cells brighter than vehicle mean+2SD;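 active = plate Z-score above 3 for both tubulin-high and condensed-nucleus cell shares, with cell loss under 80%, at 10 µM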;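 note: anti alpha tubulin signal scored within the nucleus-defined area of each cell; some results filed as inactive read as strong as hits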
Autophagy mod – autophagy modulation, high-content screen | MEF GFP-LC3 puncta imaging; test concentration mostly 10 µM | calls only at 10 µM (by protocol) | hit rate 0.98% among 190,000;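 active = percentage of spot-positive cells more than 3 SD above its plate mean, without a fluorescence outlier flag or 80% toxicity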;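 note: spot-positive cell cutoff set from DMSO-treated cells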
bCat nuc transl – modulators of beta-catenin nuclear translocation. nuclear translocation activity, % at 5 µM. HeLa beta-catenin nuclear translocation, immunofluorescence imaging. hit rate 0.3% among 190,000;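 active = nuclear translocation activity above 50% at 5 µM, with a well cell count of 50 or more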;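 note: per-cell ratio of nuclear to cytoplasmic median beta-catenin stain intensity; plate controls were DMSO negative control for no effect and GSK-3 inhibitor IX positive control for full effect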
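Signal – beta-catenin immunofluorescence imaging with DAPI · Test system – human HeLa cell line · Dosing – 5 µM primary single dose, 0.1% DMSO, 0.02–20 µM confirmation series · Measure – % activation, nuclear-to-cytoplasmic median beta-catenin signal ratio per cell · Incubation – 24 h compound exposure at 37°C, 5% CO2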
P. falciparum M17LAP – P. falciparum M17LAP inhibitors, primary screen, biochemical, fluorogenic H-Leu-NHMec substrate, 1536-well (AID 1619); recombinant M17LAP, H-Leu-NHMec fluorogenic kinetic assay; higher % means a stronger effect; inhibition, % at 30 µM, or IC50 in µM where a hit was titrated; hit rate 0.38% among 220,000;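 active = compound inhibiting the enzyme by more than half at any dose during confirmatory dose-response retesting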;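 note: plate controls were full reaction with DMSO carrier for no effect and no enzyme background for full effect; strong numbers were not always called active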
WT yeast gro inh – growth inhibition of WT yeast, mitochondrial fusion screen | AID 1362 | inhibition, % at 10 µM | mitochondrial fusion phenotypic screen, WT strain | hit rate 2.1% among 190,000; in the data active = inhibition above about 58%; tested in S. cerevisiae
Yfh1-depleted yeast – enhancers of respiration in Yfh1-depleted yeast, dose response, Friedreich's ataxia, plus single-dose screen (AID 1465) | S. cerevisiae Yfh1-off respiration, WST-1 reduction, 72 h; higher fold induction means a stronger effect | fold induction at 50 µM; hits with a dose series show EC50 in µM | hit rate 0.074% among 220,000;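 active = fold induction of absorbance versus untreated yeast above a set limit, then at least 30% activation at any dose in follow-up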;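 note: activators that raise dye reduction in frataxin-depleted yeast; strong numbers were not always called active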
P. falciparum M1AAP – P. falciparum M1AAP inhibitors, biochemical, fluorogenic H-Leu-NHMec substrate, 1536-well (AID 1445). inhibition, % at 30 µM, or IC50 in µM where a hit was titrated. hit rate 0.42% among 220,000. recombinant M1AAP, H-Leu-NHMec fluorogenic kinetic assay; higher % means a stronger effect;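 active = primary inhibition above the hit cutoff, then over 50% inhibition at one or more dose response concentrations, cut at about 23% in these data, passing the limit was not always enough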;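 note: plate controls were DMSO full reaction for no effect and no enzyme background for full effect; strong numbers were not always called active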
T cell HTS – modulates CD8 T cell binding to vesicles | 2C CD8+ T cell-vesicle binding, flow cytometry; active compounds read low | calls only at 7 µM | hit rate 0.068% among 330,000 | AID 2052;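 active = response, share of CD8 T cells binding vesicles, and their 90th percentile fluorescence all below set limits, cut at about 80% in these data, passing the limit was not always enough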
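Assay system: 2C TCR transgenic mouse naive CD8+ T cells, MACS-purified | Read-out: CD8+ gate FL2 mean fluorescence as % of same-row positive control | Signal: High-throughput flow cytometry with anti-B7-1 and anti-CD8 staining | Timing: Binding step 1.5 h, 37 °C, antibody labelling 20 min, ice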
Dynein transport – blocks dynein driven cargo transport along microtubules | 3617.4 mouse cells, GR-EGFP nuclear translocation imaging; test concentration mostly 20 µM; stimulated with dexamethasone, 1 µM; active compounds read low | z-score, hits read low | hit rate 0.47% among 220,000 | AID 1381;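 active = plate z-score of nuclear minus cytoplasmic receptor signal below a set negative limit, without overly bright fluorescence or cell loss, cut at about -3.5 in these data, passing the limit was not always enough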;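 note: z-score of nuclear minus cytoplasmic ring GR-EGFP intensity difference per well; some compounds called inactive have numbers as strong as hits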
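Schedule: 48 h induction, then 1 h compound, then 30 min agonist, 37 °C. Buffer or medium: tetracycline-free induction medium containing charcoal-stripped FBS. Reagent: 1.0 µM final dexamethasone stimulus. Evaluation: nuclear versus cytoplasmic GR-EGFP signal, averaged per well. Signal: high-content fluorescence imaging after fixation.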
WT yeast gro inh mutant strain – also measured in WT yeast gro inh; calls as there; inhibition, %; mitochondrial fusion phenotypic screen, mutant strain inhibition
Dynein transport cytoplasmic EGFP – also measured in Dynein transport; calls as there; z-score; measured here: cytoplasmic GR-EGFP intensity; active compounds read high
Dynein transport nuclear GR-EGFP – also measured in Dynein transport; calls as there; z-score; measured here: nuclear GR-EGFP intensity;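 lower value marks the stronger effect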
Dynein transport cell count – also measured in Dynein transport; calls as there; z-score; measured here: cell count per field
bCat nuc transl cell count 5 µM – second read-out of bCat nuc transl, no call of its own (marks repeat the call); cell count; measured here: cell count, cytotoxicity flag
T cell HTS vesicle-bound % – further read-out of T cell HTS, marked with its call; double positive events, %; measured here: CD8+ vesicle-bound cell fraction;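 binding gate set so that unloaded-vesicle control wells show 10% double positive cells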
MT stabilizer Hoechst-high % – further read-out of MT stabilizer, marked with its call; % Hoechst-high responders; measured here: nuclear condensation Hoechst responders;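 share of cells brighter than vehicle mean plus two SD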
MT stabilizer cytotoxicity % – second read-out of MT stabilizer, no call of its own (marks repeat the call); toxicity, %; measured here: cytotoxicity by cell density;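 0% = mean cell density of plate MIN control wells and 100% = no cells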
Autophagy mod cell loss 18 h – further read-out of Autophagy mod, marked with its call; toxicity, %; measured here: cell loss, nuclei count;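 cell loss after 18 h compound exposure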
Active calls of the source: *; i = inactive; . = no result given.

SMILES	MT stabilizer	MT stabilizer Hoechst-high %	MT stabilizer cytotoxicity %	Autophagy mod	Autophagy mod cell loss 18 h	bCat nuc transl	bCat nuc transl cell count 5 µM	P. falciparum M17LAP	WT yeast gro inh	WT yeast gro inh mutant strain	Yfh1-depleted yeast	P. falciparum M1AAP	T cell HTS	T cell HTS vesicle-bound %	Dynein transport	Dynein transport cytoplasmic EGFP	Dynein transport nuclear GR-EGFP	Dynein transport cell count
CCOc1ccc2cc(C#N)c(SCC(=O)N3CCOCC3)nc2c1	2.8	2.8	18	i	-6	-0.7	1061	15%	3	11	i	15%	i	46	-0.25	-0.29	0.22	2.1
Cc1cc(C(=O)Nc2ccccc2C#N)n(-c2ccccc2)n1	3.0	2.1	8.0	.	.	-2.9	1080	-5%	12	8	i	3%	i	49	-0.62	-0.26	-0.29	0.37
CC(C)(CNS(=O)(=O)c1ccc2c(c1)OCCO2)N1CCOCC1	4.0	2.4	7.4	i	-2	-0.7	1102	-7%	-3	-5	i	0%	i	9	-0.94	-0.33	-0.59	1.4
CC(=O)c1ccc(NC(=S)Nc2ccc3cn[nH]c3c2)cc1	4.7	2.9	7.2	i	11	0.7	1057	0%	-4	-1	i	3%	i	14	-0.19	-0.3	0.4	0.41
COc1ccc(OC)c(S(=O)(=O)Nc2ccc(F)cc2)c1	1.9	1.3	3.8	i	0	-3.8	1119	4%	-4	2	i	-5%	i	48	0.31	0.078	0.74	-1.1
O=C(CCC(=O)c1cccs1)OCC(=O)N1CCN(C(=O)c2ccco2)CC1	3.4	2.8	16	i	-23	1.3	1433	6%	46	32	i	-6%	i	34	0.83	-0.3	0.16	-0.14
CN1CCc2c(n(CC(O)CNCc3ccccc3)c3ccccc23)C1=O (stereo unspecified)	4.6	1.1	6.8	i	-2	1.1	886	3%	1	7	i	4%	i	50	-0.19	-0.31	-0.23	0.27
CCOC(=O)c1ccc(NC(=O)Nc2ccon2)cc1	.	.	.	.	.	93*	384*	-1%	.	.	i	5%	i	25	-0.61	-0.22	-0.35	0.021
O=C1O/C(=C\C(=O)N2CCOCC2)c2ccccc21	2.8	1.7	6.9	i	-1	2.3	1368	-2%	-3	-7	i	-3%	i	48	0.058	-0.23	0.19	0.25
Cc1ccc2c(c1)CCCN2C(=O)c1ccncc1	3.4	2.8	5.3	i	-1	-6.1	554	12%	10	-12	i	1%	i	14	-0.056	-0.26	-0.16	-0.47
CCOc1c(Cl)cc(/C=N/NC(N)=S)cc1OC	3.9	2.9	15	i	2	.	.	31%	28	27	i	2%	i	61	1.3	-0.14	1.2	-0.97
Cc1csc(NC(=O)CSc2nnc(Cn3c(=O)sc4ccccc43)n2-c2ccccc2)n1	3.3	2.1	8.4	i	10	0.5	1099	0%	16	8	i	0%	i	58	-0.65	-0.17	-0.36	-0.13
Cc1nc(C(=O)NCc2ccccc2)sc1C1(C)CC(c2cccnc2)=NO1 (stereo unspecified)	.	.	.	.	.	1.2	1343	-3%	.	.	i	1%	i	27	-0.78	-0.74	-0.2	-0.18
O=C(CCC(=O)Nc1ccccc1)NNC(=O)c1ccccc1Cl	2.9	1.8	1.8	i	17	-1.4	1065	-2%	10	28	i	5%	i	43	-0.25	-0.22	-0.41	0.64
CCCc1n[nH]c2c1/C(=N\O)CCC2	2.4	2.1	3.6	i	-13	-0.8	1151	10%	6	9	i	8%	i	23	-0.048	-0.22	0.069	0.17
Nc1c(S(=O)(=O)c2ccccc2)csc1C(=O)O	1.9	2.8	4.8	i	3	-1.5	1077	2%	-5	-2	i	4%	i	43	1	-0.22	0.53	-1.5
O=C(CSC1=NS(=O)(=O)c2ccccc21)Nc1ccccc1	2.6	2.9	6.1	i	15	.	.	-3%	-12	-6	i	3%	i	52	-0.51	-0.15	-0.27	0.26
CCOC(=O)N1CCN(C(=O)c2ccc3c(=O)n(CCc4ccccc4)c(=O)[nH]c3c2)CC1	2.5	1.4	3.4	i	-1	-4.2	1138	1%	-4	6	i	-1%	i	12	-0.43	-0.17	-0.13	1.1
COc1ccc(C(O)(C(=O)NNc2ccc(C)cc2)c2cccs2)cc1 (stereo unspecified)	1.7	1.6	8.3	i	26	0.9	1117	15%	0	-6	i	0%	i	10	2.9	-0.09	1.7	-1.6
Cc1cc(C)nc(NC(=O)c2csnn2)c1	2.3	1.7	4.5	i	-13	2.4	1044	-4%	-16	-3	i	-2%	i	66	-1.2	-0.34	-0.3	0.7
Cc1c(F)cccc1NS(=O)(=O)c1ccc(OCCNS(C)(=O)=O)cc1	2.9	2.0	6.8	i	20	-1.9	1087	3%	10	1	i	-2%	i	28	2.4	-0.18	1.5	-1.9
COc1cc2c(cc1/C=C/C(=O)O)OC(C)C2 (stereo unspecified)	6.3	1.2	4.3	i	6	-1.9	982	-127%	7	13	i	29%	i	28	0.99	-0.36	0.12	-0.63
O=C(C1CCCCC1)N1CCN(S(=O)(=O)c2ccc(Cl)cc2)CC1	2.8	2.3	6.3	i	-8	-3.6	961	-3%	5	12	i	-5%	i	61	0.19	-0.21	0.26	0.059
Cc1ccc(C(=O)c2coc3ccc(OCC(=O)O)cc23)cc1	3.5	2.5	2.0	i	4	-1.0	912	12%	-8	8	i	1%	i	50	0.41	-0.22	0.17	-0.12
C#CC(CC)(CC)NC(=O)c1ccc(Br)s1	3.3	3.4	4.8	i	0	-7.1	1029	-2%	-15	-1	i	0%	i	20	0.086	-0.34	0.74	0.63
CC(C)C1N=C2c3ccccc3N=C(SCC(=O)c3ccc(O)c(O)c3)N2C1=O (stereo unspecified)	7.7	3.6	3.6	.	.	21	1294	18µM*	3	4	i	6%	i	36	-0.38	-0.2	0.12	0.11
O=C(O)c1ccccc1NC(=O)N1CCOCC1	3.0	1.7	4.4	i	37	-1.5	1127	7%	3	7	i	-5%	i	46	2	0.067	1.5	-1.5
CC1C2(C)OC(=N)C(C#N)(C(C)O2)C1(C#N)C#N (stereo unspecified)	.	.	.	.	.	0.8	1412	-44%	.	.	i	7%	i	29	-2.4	0.47	-1.1	-1.5
CC(=O)N/C(=C\c1ccccc1)C(=O)NCC(=O)O	2.0	1.6	5.4	i	7	-1.4	980	2%	-8	8	i	1%	.	.	-0.094	0.54	0.087	-0.76
CC1(C)C(C=C(Cl)Cl)C1C(=O)N(Cc1ccccc1Cl)C1CCS(=O)(=O)C1 (stereo unspecified)	4.8	2.4	1.9	i	2	-0.3	473	3%	17	-14	i	-2%	i	42	-0.33	-0.29	-0.52	0.33

Random excerpt: 2 records from the list.
SMILES	MT stabilizer	MT stabilizer Hoechst-high %	MT stabilizer cytotoxicity %	Autophagy mod	Autophagy mod cell loss 18 h	bCat nuc transl	bCat nuc transl cell count 5 µM	P. falciparum M17LAP	WT yeast gro inh	WT yeast gro inh mutant strain	Yfh1-depleted yeast	P. falciparum M1AAP	T cell HTS	T cell HTS vesicle-bound %	Dynein transport	Dynein transport cytoplasmic EGFP	Dynein transport nuclear GR-EGFP	Dynein transport cell count
Cc1c(F)cccc1NS(=O)(=O)c1ccc(OCCNS(C)(=O)=O)cc1	2.9	2.0	6.8	i	20	-1.9	1087	3%	10	1	i	-2%	i	28	2.4	-0.18	1.5	-1.9
CC1(C)C(C=C(Cl)Cl)C1C(=O)N(Cc1ccccc1Cl)C1CCS(=O)(=O)C1 (stereo unspecified)	4.8	2.4	1.9	i	2	-0.3	473	3%	17	-14	i	-2%	i	42	-0.33	-0.29	-0.52	0.33

(listing goes on)
SMILES	MT stabilizer	MT stabilizer Hoechst-high %	MT stabilizer cytotoxicity %	Autophagy mod	Autophagy mod cell loss 18 h	bCat nuc transl	bCat nuc transl cell count 5 µM	P. falciparum M17LAP	WT yeast gro inh	WT yeast gro inh mutant strain	Yfh1-depleted yeast	P. falciparum M1AAP	T cell HTS	T cell HTS vesicle-bound %	Dynein transport	Dynein transport cytoplasmic EGFP	Dynein transport nuclear GR-EGFP	Dynein transport cell count
CCOC(=O)Nc1oc2ccccc2c(=O)c1CN1CCOCC1	2.6	2.4	5.7	i	-4	0.0	936	4%	3	-9	i	8%	i	5	-0.54	-0.19	-0.15	0.65
CCCOc1ccc(Cl)cc1CNc1ccccc1	3.6	2.3	3.9	i	-22	-0.7	1008	-8%	34	8	i	2%	i	56	0.54	-0.22	0.62	0.2
CCCn1c(N)c(C(c2ccc(C(=O)OC)cc2)N2CCN(c3ccccc3)CC2)c(=O)[nH]c1=O (stereo unspecified)	2.6	3.0	10	i	-2	1.3	1413	-5%	21	23	i	1%	i	8	-0.6	-0.21	-0.12	0.41
CCCCC1=CC2=CC(=O)C(C)(OC(=O)CC)C(=O)C2=CN1Cc1ccccc1 (stereo unspecified)	.	.	.	.	.	-1.0	1213	2%	.	.	i	9%	i	39	-0.51	-0.67	-0.37	0.73
